# Compound activity: PubChem BioAssay, National Center for Advancing Translational Sciences (NCATS)
# PI4K2A block – qHTS for small molecular inhibitors of PI4K2A | activity change, negative = inhibition, % at 76.9 µM | 0.13% of 420,000 active | purified PI4K2A, ADP-Glo luminescence, 1 h; hits give low values; in the data active = activity change below about -50%; inconclusive = mostly about -30% to -49%;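 also: -100% = wells without enzyme as full effect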
#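 PI4K2A activity was measured by ADP-Glo luminescence: enzyme (4 ug/mL stock) and phosphatidylinositol (1.2 mM stock) in Tris pH 7.5/MgCl2/EGTA/Triton X-100 buffer were reacted with ATP (300 microM stock) for one hour at ambient temperature.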
# GRP78 ERSR act – qHTS for Inducers of the Endoplasmic Reticulum Stress Response (ERSR) in Human Glioma: qHTS. U87-MG GRP78 promoter luciferase reporter, 16 h. Potency, µM, for the others: at the top dose activation, actives largely listed as activators. 0.02% of 420,000 active. AID 602332, 2012; also: potency is read from the fitted curve at half-maximal effect; series mostly up to about 76 µM; % of control where 0% means no effect; nearly all actives have a fitted effect of over 35% in size
#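 ERSR induction read as luciferase luminescence (Bright-Glo, 10 min at room temperature) in stably transfected human U87-MG glioma cells exposed to compounds for 16 h, using GRP78 as sensor.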
# RXFP1 ag – qHTS Assay for Agonists of the Relaxin Receptor RXFP1; HEK293T-RXFP1 cAMP TR-FRET, 30 min; response scale: percent of porcine relaxin response, buffer zero; Potency, µM (series often up to 57.5 µM), for inactives: at the top dose activation, usual class: activators; 0.3% of 370,000 active; AID 2676, 2010; also: potency is read from the fitted curve at half-maximal effect; % is scaled to controls: 0 for no effect and ±100 for the full control effect; nearly all actives have a fitted effect of over 60% in size; many of its hits are not listed in these tables
#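 Agonist response is measured as cAMP accumulation in an RXFP1-transfected HEK293T line under PDE4 inhibition. Values are scaled between buffer-only and 29 nM porcine relaxin, and EC50s come from standard Hill equation fits.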
# IDH1 R132H inh – qHTS for Inhibitors of mutant isocitrate dehydrogenase 1 (IDH1): qHTS; IDH1-R132H enzyme, NADPH consumption, diaphorase/resazurin fluorescence; Potency, µM (titrated, usually from 76.6 µM), for the others: at the highest dose activity change, negative = inhibition, usual class: inhibitors; 0.093% of 390,000 active; AID 602179, 2012; also: potency is read from the fitted curve at half-maximal effect; % is scaled to controls: 0 for no effect and ±100 for the full control effect; nearly all actives have a fitted effect of over 65% in size
# Target sequence (O75874 whole entry R132H, stated change not applied): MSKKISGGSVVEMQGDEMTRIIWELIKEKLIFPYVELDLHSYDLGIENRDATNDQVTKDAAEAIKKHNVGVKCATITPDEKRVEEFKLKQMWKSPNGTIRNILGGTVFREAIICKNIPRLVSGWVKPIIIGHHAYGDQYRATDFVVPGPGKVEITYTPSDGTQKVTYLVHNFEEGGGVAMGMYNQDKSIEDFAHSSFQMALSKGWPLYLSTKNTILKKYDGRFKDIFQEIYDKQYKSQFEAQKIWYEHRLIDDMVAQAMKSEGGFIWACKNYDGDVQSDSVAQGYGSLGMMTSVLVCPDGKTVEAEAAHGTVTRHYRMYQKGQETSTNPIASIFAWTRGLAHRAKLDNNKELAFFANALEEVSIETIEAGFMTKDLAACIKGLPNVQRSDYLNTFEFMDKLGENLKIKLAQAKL
#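 IDH1-R132H (0.5 ug/mL) preincubated 30 min with compound, then NADPH (0.016 mM) and alpha-KG (2 mM) added; 80 min at RT, pH 7.5. Remaining NADPH coupled via diaphorase/resazurin to fluorescence (540/590 nm); concentration-response curves normalized to no-enzyme control.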
# Vif-APOBEC3F blk – qHTS for Inhibitors of Vif-A3F Interactions: qHTS; AID 602313, 2012; Potency, µM (doses to about 46.1 µM), without a hit: at the highest dose activity, negative = active; 0.2% of 390,000 active; HeLa A3F-eYFP + Vif (tagged APOBEC3F with the HIV-1 protein that degrades it), YFP fluorescence increase; also: potency is read from the fitted curve at half-maximal effect; % of control where 0% means no effect; nearly all actives have a fitted effect of over 65% in size
#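 Fluorescence increase (Ex 488/Em 500-530) after overnight compound treatment at 37 deg C flags inhibition of Vif-driven A3F-eYFP loss in stable HeLa A3F-eYFP/Vif cells seeded overnight beforehand.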
# Vif-APOBEC3G blk – qHTS for Inhibitors of Vif-A3G Interactions: qHTS; HeLa A3G-eYFP + Vif (tagged APOBEC3G with the HIV-1 protein that degrades it), YFP fluorescence, overnight; Potency, µM (series often up to 46.1 µM), without a hit: at the highest dose activity, negative = active, hits mostly inhibitors; 0.076% of 410,000 active; AID 602310, 2012;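 also: potency is read from the fitted curve at half-maximal effect; % is scaled to controls: 0 for no effect and ±100 for the full control effect; nearly all actives have a fitted effect of over 60% in size; hits raise eYFP signal because A3G escapes Vif-driven loss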
#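 HeLa cells stably expressing Vif and C-terminally eYFP-tagged A3G, seeded overnight at 37 deg C, then exposed to compound by pintool overnight at 37 deg C. Rise in yellow fluorescence (Ex 488/Em 500-530, Acumen) marks blocked Vif-driven A3G degradation.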
# TrxR1 substrate – qHTS Assay for Substrates of Mammalian Selenoprotein Thioredoxin Reductase 1 (TrxR1): qHTS | Thioredoxin reductase 1, cytoplasmic (Rattus norvegicus), O89049 | purified TrxR1 substrate turnover, NADPH consumption readout | Potency, µM (series often up to 114 µM), without a hit: top-dose activity change, negative = substrate turnover | 0.01% of 390,000 active | AID 588456, 2011; also: potency is read from the fitted curve at half-maximal effect; % is scaled to controls: 0 for no effect and ±100 for the full control effect; nearly all actives have a fitted effect of over 50% in size
# Target sequence (O89049 whole entry, looked up): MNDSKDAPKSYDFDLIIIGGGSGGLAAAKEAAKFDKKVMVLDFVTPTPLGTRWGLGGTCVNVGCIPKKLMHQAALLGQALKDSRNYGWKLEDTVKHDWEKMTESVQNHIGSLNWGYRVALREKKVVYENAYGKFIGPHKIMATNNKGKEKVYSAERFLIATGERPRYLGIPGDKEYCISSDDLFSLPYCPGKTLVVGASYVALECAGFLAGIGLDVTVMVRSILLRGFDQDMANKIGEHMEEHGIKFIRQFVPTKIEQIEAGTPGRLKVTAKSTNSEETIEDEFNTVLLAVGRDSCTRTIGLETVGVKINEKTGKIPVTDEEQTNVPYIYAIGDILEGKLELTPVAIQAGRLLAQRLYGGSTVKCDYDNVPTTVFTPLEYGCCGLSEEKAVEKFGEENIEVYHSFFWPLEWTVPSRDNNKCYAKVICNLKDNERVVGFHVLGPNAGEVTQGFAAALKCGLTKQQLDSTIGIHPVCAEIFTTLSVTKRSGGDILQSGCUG
#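 Rat TrxR1, dispensed at 90 nM, was prereduced with 400 uM NADPH (final) for 5 min at ~22 deg C, then incubated with compound 15 min before 400 uM selenite. A first-read NADPH fluorescence drop versus no-compound background flagged substrates.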
# USP1-UAF1 inh – Inhibitors of USP1/UAF1: Primary Screen; Ubiquitin carboxyl-terminal hydrolase 1 (Homo sapiens), O94782; recombinant USP1/UAF1, Ub-Rhodamine cleavage fluorescence; Potency, µM (doses to about 57.1 µM), without a hit: top-dose activity change, negative = inhibition, usual class: inhibitors; 0.23% of 390,000 active; AID 743255, 2014; also: potency is read from the fitted curve at half-maximal effect; % is scaled to controls: 0 for no effect and ±100 for the full control effect; nearly all actives have a fitted effect of over 60% in size; inactives centre near -12
#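 USP1/UAF1 complex at 1 nM was preincubated with compound for 15 min at room temperature, then Ub-Rho substrate (150nM final) was added. Fluorescence (480/540 nm) was read kinetically, 6 reads every 60 seconds.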
# LDHA block – qHTS assay for inhibitors of human lactate dehydrogenase | L-lactate dehydrogenase A chain (Homo sapiens), P00338 | purified LDHA, NADH/diaphorase-resazurin fluorescence; hits give low values | activity change, % (values are at about 110 or 230 µM) | 0.15% of 480,000 active; in the data active = activity change below about -30%; inconclusive = mostly about -25% to -30%;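 also: plate controls were DMSO wells for no effect and wells without enzyme for full effect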
#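 Remaining NADH was detected by diaphorase (0.133 mg/mL) converting 37 µM resazurin to fluorescent resorufin, read at 0 and 20 minutes. The preceding 5-minute room-temperature reaction used 2 nM LDHA, 0.2 mM sodium pyruvate and 0.06 mM NADH at pH 7.4.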
# * = called active by the depositor; ? = inconclusive; . = not tested or not shown; [ ] = another dose, or the depositor's remark. Unless noted, calls follow the shape of the dose curve; as a rule, active = well fitted curve in the direction sought with a large enough effect; inconclusive = small, poorly fitted or top-dose-only effect, or another doubt; inactive = no such curve, though single readings can be large; an effect the other way counts as inactive or inconclusive.
SMILES,PI4K2A block,GRP78 ERSR act,RXFP1 ag,IDH1 R132H inh,Vif-APOBEC3F blk,Vif-APOBEC3G blk,TrxR1 substrate,USP1-UAF1 inh,LDHA block
CC1(C)CC(=O)C2=C(C1)N(Cc1ccco1)C(=O)C2(NC(=O)c1ccc(Cl)cc1Cl)C(F)(F)F (stereo not drawn),1.1,-1.3%,-2.5%,6.3%,0.1%,-4.3%,7.8%[57.1 µM],6.1%,-2.6
COc1ccc(CN2CCN(C(=O)CCC(=O)Nc3nnc(C4CCCCC4)s3)CC2)cc1F,0.6,-0.3%,1.0%,-4.9%,-0.6%,5.0%,-4.1%,-15.1%,-3.0
Cn1ncc(=S)[nH]c1=S,0.9,-1.8%,.,-1.6%,-11.0%,0.2%,-18.4%,-17.2%,-3.4
COC(=O)N/N=C/c1ccc(-c2cccc(Cl)c2)o1,-2.2,1.8%,0.4%,3.0%,-9.0%,-3.8%,-3.7%,-15.2%,-3.0
O=C(NCc1ccc2c(c1)OCO2)c1ccc(N2CCCC2=O)cc1,0.6,0.7%,-2.5%,14.9%,-6.4%,1.5%,-5.1%,-14.5%,-11.5
COc1ccc(CCn2c(=O)[nH]c3cc(C(=O)NCCCN4CCOCC4)ccc3c2=O)cc1OC,-1.6,-2.6%,-2.5%,-1.9%,19.1%,3.6%,1.1%,-19.7%,-4.7
O=C(CNS(=O)(=O)c1cccs1)NCCc1ccc(Cl)cc1,-1.4,3.5%,-0.3%,5.0%,5.6%,1.4%,-9.4%,-5.8%,-4.8
NS(=O)(=O)c1cc(C(=O)OCC(=O)c2ccc3c(c2)OCCO3)ccc1Cl,-3.8,-0.6%,9.5%,7.6%,1.7%,-1.8%,-1.1%,-15.7%,-0.4
COc1ccc(-c2csc(N(Cc3ccccc3)C(=O)COc3ccc(Cl)cc3)n2)cc1,1.8,1.6%,-2.5%,0.0%,-18.5%,-4.1%,7.1%,-15.4%,-15.2
CC(C)c1ccc(N(C(=O)CNC(=O)c2ccco2)C(C(=O)NC2CCCC2)c2ccncc2)cc1 (stereo not drawn),-1.7,1.2%,0.5%,-0.2%,3.4%,-8.3%,-9.2%,-10.1%,-4.9
C[C@@H]1CN([C@@H](C)CO)C(=O)c2cc(Br)cnc2O[C@@H]1CN(C)C(=O)C1CCCCC1,2.0,-0.2%,.,3.1%,-0.6%,-0.6%,.,-22.5%,-1.8
CCSc1cc(C)nc2ncnn12,5.4,-0.9%,8.8%,4.8%,-0.8%,1.1%,8.6%[57.1 µM],-9.9%,-4.9
Cc1ccc(C)c(NC(=O)CSc2nc3c(c(=O)n2C)SC(C)C3)c1 (stereo not drawn),-1.5,-4.0%,2.1%,4.6%,0.4%,3.0%,-10.1%,-24.8%,-5.1
O=C(O)CCCCCNS(=O)(=O)c1cccc2nsnc12,-1.7,-0.7%,-2.0%,0.0%,3.2%,-8.9%,10.7%[57.1 µM],-20.8%,0.0
CCN(C(=O)C1CCN(c2ncnc3c2nc2n3CCCCC2)CC1)c1cccc(Cl)c1,-5.5,-0.7%,1.8%,-6.9%,3.1%,-2.2%,1.4%,-3.1%,-1.7
Cc1ccc(N=C2C(=O)Nc3ccccc32)cc1,-0.9,-0.8%,0.2%,-1.4%,-4.4%,0.0%,5.5%[57.1 µM],?,0.4
COc1ccc2c(c1)CCNC2Cc1ccc(OC)c(O)c1 (stereo not drawn),0.4,-1.7%,.,.,-1.0%,-0.3%,10.9%[57.1 µM],.,3.8
S=C(NC1CCCCC1)N1CCn2cccc2C1c1cccnc1 (stereo not drawn),1.2,3.5%,-2.6%,-12.0%,4.3%,1.0%,-4.5%[57.1 µM],-0.2%,-9.4
O=C(NNc1ccccn1)c1ccc(Cl)nc1,-2.6,-3.2%,0.2%,4.2%,5.2%,3.4%,-5.8%[57.1 µM],-11.3%,-5.0
COc1ccc(-c2cc(C(F)(F)F)n3nc(C(=O)Nc4sc5c(c4C(=O)OC(C)C)CCCC5)cc3n2)cc1OC,-0.2,0.7%,0.6%,19.9%,-14.9%,0.4%,0.7%[11.4 µM],-1.8%,-0.3
CCOC(=O)c1c[nH]n2c(=O)cc(C)nc12,-1.1,-1.6%,-0.8%,2.1%,5.4%,4.8%,3.3%[57.1 µM],-8.6%,0.9
Cc1nnc(SCC(=O)N(C)C2CCS(=O)(=O)C2)n1Cc1ccccc1 (stereo not drawn),-3.3,-3.2%,0.4%,3.9%,8.0%,0.8%,8.1%[57.1 µM],-20.2%,-6.5
COc1ccccc1CNC(=O)CCn1c(=O)oc2ccccc21,8.3,-0.1%,3.3%,5.3%,5.3%,-1.6%,1.9%[57.1 µM],-20.6%,-1.7
CC(=O)N(C)c1nnc(-c2cnccn2)s1,-6.3,6.1%,2.2%,4.2%,5.1%,1.2%,3.4%,-20.0%,0.5
O=C(COC(=O)c1ccccc1C(=O)c1ccc(Cl)cc1)NCC1CCCO1 (stereo not drawn),1.5,-3.2%,-0.2%,0.0%,4.3%,1.4%,-4.8%[57.1 µM],-3.5%,-4.7

# The list continues.
SMILES,PI4K2A block,GRP78 ERSR act,RXFP1 ag,IDH1 R132H inh,Vif-APOBEC3F blk,Vif-APOBEC3G blk,TrxR1 substrate,USP1-UAF1 inh,LDHA block
COc1ccc(CCNc2nc(N3CCOCC3)nc(N3CCOCC3)n2)cc1OC,-1.1,-4.9%,0.4%,4.1%,-7.9%,2.4%,4.1%[57.1 µM],-9.4%,-1.4
CCCc1nnc(NC(=O)CCC(=O)NC2CCCc3ccccc32)s1 (stereo not drawn),-1.9,-3.0%,-0.5%,-0.5%,-0.5%,1.2%,-1.6%[57.1 µM],-18.1%,2.2
CC1CCN(C(=O)CSc2nc3c(c(=O)n2C)SC(C)C3)CC1 (stereo not drawn),-0.9,-1.9%,2.4%,4.9%,-7.7%,-0.6%,-10.9%,-7.2%,1.5
CCN1CCN(C(=O)CS(=O)(=O)Cc2nc(-c3ccc(C)cc3)oc2C)CC1,2.8,-0.2%,0.1%,-5.8%,2.7%,0.4%,5.6%[57.1 µM],-1.2%,-3.8
COc1ccc(NS(=O)(=O)c2ccc(NC(=O)C(CCSC)NC(N)=O)cc2)cc1 (stereo not drawn),7.2,5.5%,0.1%,0.2%,-4.7%,-2.5%,3.3%,-19.1%,-3.3
CN1C(=O)C2(Nc3ccccc3-c3nc4ccccc4n32)c2ccccc21 (stereo not drawn),0.1,-2.5%,-1.1%,-3.9%,7.6%,-6.8%,-2.3%,-21.0%,3.5
COc1ccc(CN2CCN(C(=O)c3ccco3)CC2)cc1OCc1ccccc1,9.8,5.8%,0.3%,4.7%,-3.9%,-3.6%,-4.2%,2.5%,-18.9
O=C(C[n+]1ccc2ccccc2c1)c1ccc(NC(=O)c2ccccc2)cc1,0.5,-8.2%,1.7%,-3.0%,0.0%,-0.5%,11.1%[57.1 µM],-19.9%,-4.8
O=C(COC(=O)c1oc2ccccc2c1COc1ccccc1)NCCN1C(=O)CSC1=O,-0.9,-4.9%,-1.2%,7.2%,0.9%,-0.7%,-3.7%,-17.7%,-2.7
CCC(C(=O)O)N1C(=O)C2CCCCC2C1=O (stereo not drawn),-1.3,-1.4%,0.6%,27.4%,-19.1%,2.2%,0.4%,-2.9%,-0.3
Cc1nc2nc(COc3ccccc3)[nH]n2c(=O)c1C,-0.7,-4.5%,-1.0%,10.0%,0.6%,0.0%,11.4%[57.1 µM],-17.0%,-7.3
COc1ccc(C(C(O)C(=O)c2c[nH]c3ccccc23)N2CCN(c3ccc(OC)cc3)CC2)cc1 (stereo not drawn),2.2,-1.2%,-1.2%,-1.3%,-1.0%,-0.7%,2.7%[57.1 µM],-19.1%,1.7
CCc1ccc(C2CC(c3cccc(OC)c3)n3nc(N)nc3N2)cc1 (stereo not drawn),4.2,-0.6%,-1.0%,-6.2%,1.7%,0.0%,-6.2%,-10.7%,-5.2

# One compound at a time, as listed above.
# Record of Cc1ccc(N=C2C(=O)Nc3ccccc32)cc1 → PI4K2A block = -0.9; GRP78 ERSR act = -0.8%; RXFP1 ag = 0.2%; IDH1 R132H inh = -1.4%; Vif-APOBEC3F blk = -4.4%; Vif-APOBEC3G blk = 0.0%; TrxR1 substrate = 5.5%[57.1 µM]; USP1-UAF1 inh = ?; LDHA block = 0.4
# Record of COc1ccc2c(c1)CCNC2Cc1ccc(OC)c(O)c1 (stereo not drawn) → PI4K2A block = 0.4; GRP78 ERSR act = -1.7%; RXFP1 ag = .; IDH1 R132H inh = .; Vif-APOBEC3F blk = -1.0%; Vif-APOBEC3G blk = -0.3%; TrxR1 substrate = 10.9%[57.1 µM]; USP1-UAF1 inh = .; LDHA block = 3.8

# Some of the compounds tested, so the mix of outcomes need not match the whole.
